BoNT A protease = BoNT/A light chain protease inhibitors, primary screen, biochemical, flow cytometry, MLPCN library. multiplex microsphere protease substrate cleavage. 360,000 tested, 0.17% active. inhibition, % at 10 µM; also: plate controls were buffer without enzyme for full effect and enzyme alone for no effect
PrPC TRFRET = inhibitors of human cell surface prion protein PrPC, primary screen, cell-based, TR-FRET; Major prion protein (Homo sapiens), P04156; TR-FRET read-out; inhibition, % at 13.8 µM; 370,000 tested, 0.43% active; in the data active = inhibition above about 24%; also: 0% = median of the test wells and 100% = reference compound wells
PriA SSB inh = inhibitors of Klebsiella pneumoniae PriA binding to SSB C-terminal tail, primary screen, biochemical, AlphaScreen; PriA–SSB C-terminal tail interaction (Klebsiella pneumoniae); AlphaScreen SSBct-PriA binding, biotinylated peptide; inhibition, % at 33 µM; 430,000 tested, 0.6% active; AID 1272365, 2023; in the data active = inhibition mostly above about 37%, no sharp cut-off; inactive = mostly below about 20%;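 also: plate controls were negative control peptide for no effect and reference peptide for full effect; strong numbers were not always called active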
PfHsp40 yeast = rescue of yeast from PfHsp40 toxicity, primary screen, S. cerevisiae, ATP luminescence; S. cerevisiae expressing PfHsp40, growth rescue; 340,000 tested, 0.68% active; growth rescue, % at 12.5 µM; in the data active = growth rescue above about 28%, passing the limit was not always enough; inconclusive = no clear call, values can overlap the other calls;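 also: yeast W303a lacking pdr1 and pdr3 grown in galactose medium; growth measured after three days at 30 °C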
TcdB inh = TcdB glycohydrolase inhibitors, primary screen, biochemical, single point, plate reader; Toxin B (Clostridioides difficile), P18177; TcdB glycohydrolase enzymatic assay; inhibition, % at 9.99 µM; 350,000 tested, 0.24% active; in the data active = inhibition above about 10%
Anthrax LF prot = Bacillus anthracis LF protease inhibitors, primary screen, biochemical, multiplex microsphere, MLPCN library. Lethal factor (Bacillus anthracis), P15917. multiplex microsphere protease cleavage assay. inhibition, % at 10 µM. 360,000 tested, 0.12% active; also: plate controls were buffer without enzyme for full effect and enzyme alone for no effect
Target sequence (P15917 whole entry, looked up): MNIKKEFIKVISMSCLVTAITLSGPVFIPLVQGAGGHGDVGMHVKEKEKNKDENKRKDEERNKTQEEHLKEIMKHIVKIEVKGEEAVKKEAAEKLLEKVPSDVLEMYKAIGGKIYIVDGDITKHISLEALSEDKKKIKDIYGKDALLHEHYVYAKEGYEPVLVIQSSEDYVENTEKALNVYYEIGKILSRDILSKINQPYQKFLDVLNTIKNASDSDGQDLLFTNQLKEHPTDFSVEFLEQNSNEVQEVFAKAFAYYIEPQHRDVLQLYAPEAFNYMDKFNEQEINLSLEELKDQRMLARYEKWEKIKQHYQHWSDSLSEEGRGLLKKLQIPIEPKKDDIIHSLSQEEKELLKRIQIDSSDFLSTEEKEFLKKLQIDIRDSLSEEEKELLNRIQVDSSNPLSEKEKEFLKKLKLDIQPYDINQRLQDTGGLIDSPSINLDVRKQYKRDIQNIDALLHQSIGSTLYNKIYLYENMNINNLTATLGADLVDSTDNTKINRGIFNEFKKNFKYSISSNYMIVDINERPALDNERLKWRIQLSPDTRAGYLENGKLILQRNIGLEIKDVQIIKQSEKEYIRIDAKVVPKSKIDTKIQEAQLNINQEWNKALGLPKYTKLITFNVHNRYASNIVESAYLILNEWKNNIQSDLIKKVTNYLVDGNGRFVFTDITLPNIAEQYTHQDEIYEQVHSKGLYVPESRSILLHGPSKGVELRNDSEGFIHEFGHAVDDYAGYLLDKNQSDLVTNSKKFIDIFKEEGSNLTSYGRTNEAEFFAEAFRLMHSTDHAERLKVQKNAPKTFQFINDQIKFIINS
SARS 3CLpro inh = SARS-CoV 3CLpro protease inhibitors, primary screen, biochemical, quenched FRET; recombinant SARS-CoV 3CLpro, quenched FRET peptide cleavage; 290,000 tested, 0.14% active; inhibition, % at 6 µM; Replicase polyprotein 1ab (Severe acute respiratory syndrome coronavirus), P0C6X7; in the data active = inhibition above about 12%
Vc quorum ag = inducers of Vibrio cholerae quorum light production without autoinducers, primary screen, BH1578 luxS cqsA deficient, single point. V. cholerae BH1578 lux reporter, luminescence, 6 h. activation, % at 18.7 µM. 350,000 tested, 0.16% active. AID 588436, 2011; in the data active = activation mostly above about 9.7%, no sharp cut-off; inconclusive = no clear call, values can overlap the other calls; inactive = mostly below about 3.7%; also: not every result past the cut was called active; inactives centre near 0; reference of the scale not given here
Y pestis TopoI = Yersinia pestis topoisomerase I inhibitors, primary screen, biochemical, cleavage product accumulation, plate reader, single point. DNA topoisomerase I (Yersinia pestis CO92). Y. pestis Topo-I cleavage product accumulation. activity, % at 10 µM. 360,000 tested, 0.064% active; in the data active = activity above about 50%, passing the limit was not always enough; inconclusive = no clear call, values can overlap the other calls; also: inactives centre near 2
* hit, by the source's call; i = inactive; u = inconclusive; x = not tested or not shown. Rule as the data show it, unless noted: active = inhibition above about 30%; inconclusive = no clear call, values can overlap the other calls; inactive = below that. These rows are one share of the data; rates above refer to the full screens.

SMILES | BoNT A protease | PrPC TRFRET | PriA SSB inh | PfHsp40 yeast | TcdB inh | Anthrax LF prot | SARS 3CLpro inh | Vc quorum ag | Y pestis TopoI
CCCCn1c(-c2csc(C(C)C)c2)n[nH]c1=S | -0.6 | -3 | -6 | 2.3 | 2.0 | 0 | 0 | -0.4 | 20
Cn1c(Cl)c(C(=O)Nc2ccc(Cl)cc2)c2ccccc21 | 0.8 | 0 | -5 | -1.2 | x | 0 | 5 | i | 5
COC(=O)C(C(=O)OC)c1ccc(N)cc1 | 0.5 | -2 | -9 | 1.1 | 2.5 | -6 | 5 | i | 6
CC1(C)CC(=O)c2cn3c(nc2C1)nc1ccccc13 | 2.0 | -2 | -8 | 0.6 | x | 5 | 2 | i | 5
CCOC(=O)Cc1csc(NS(=O)(=O)c2ccccc2)n1 | -0.3 | 4 | -13 | -0.4 | x | -4 | -4 | -3.4 | 5
CCCCCCN=C(C)c1ccccc1O | x | 5 | -20 | -0.5 | 0.3 | x | -8 | i | 1
COC(c1ccccc1)c1nnc(CCC(=O)NCCC(C)C)o1 (stereo not drawn) | -0.1 | 10 | -7 | -0.6 | -2.8 | -1 | 1 | -5.6 | 0
Cc1cc(C)cc(Oc2ccccc2/C=N\O)c1 | -0.4 | 3 | x | -1.1 | x | -3 | 2 | -0.3 | 15
CCC(=O)Nc1nc(C)nc(C)c1C(C)=O | -0.2 | 1 | -12 | -1.1 | x | -1 | 0 | 0.4 | 0
N/C(=N\OC(=O)Nc1cccc(C(F)(F)F)c1)c1ccno1 | 2.1 | -2 | i | 0.6 | 0.6 | -6 | 2 | i | -2
O=S(=O)(c1cccc(S(=O)(=O)N2CCC(n3nnc4ccccc43)CC2)c1)N1CCCCC1 | 2.5 | 6 | -4 | 0.5 | x | 5 | -1 | 2.9 | -8
C=C(C)c1ccc(C(C)(C)NC(=O)N2CCN(C)CC2)cc1 | 0.2 | -1 | -6 | 0.3 | x | 0 | -3 | -0.7 | 0
CCC1Oc2ccc(C)cc2N(CC(=O)NCCC2=CCCCC2)C1=O (stereo not drawn) | u | 2 | -8 | 3.7 | 1.2 | 1 | -2 | -0.5 | 2
Cc1ccc(Cc2c(-c3ccc(F)cc3)nc3cc(C)ccn23)cc1 | 0.2 | -8 | x | x | 7.4 | 2 | x | -0.2 | 39
NC(=O)C1CCN(S(=O)(=O)c2ccc3c(c2)OCCO3)CC1 | -1.4 | 4 | 1 | 1.2 | 1.1 | -4 | 0 | i | -4
CCn1c(=O)n(Cc2ccco2)c(=N)c2c3c(sc21)COC(C)(C)C3 | 15 | -2 | -14 | 0.5 | x | 4 | 0 | i | -7
CCOc1ccc(N(C)c2ccc(/C=C3/SC(=S)NC3=O)cc2)cc1 | -13 | -3 | 10 | 0.2 | 0.0 | -1 | 4 | i | 7
CC(C)CN(C(=O)Cn1ccccc1=O)C1CCS(=O)(=O)C1 (stereo not drawn) | -0.2 | -8 | 7 | -0.5 | -1.9 | -8 | x | -7.1 | -7
CN(Cc1cccc2ncccc12)C(=O)CC1C(=O)NCCN1Cc1ccc(F)cc1 (stereo not drawn) | -0.1 | -7 | 0 | 0.0 | 4.9 | 2 | 0 | 0.9 | 1
Cc1ccc(S(=O)(=O)N2CCOC2C(Cl)(Cl)Cl)cc1 (stereo not drawn) | 0.6 | -2 | -23 | -0.3 | 1.5 | -4 | 5 | -0.4 | 2
Cc1c(Br)c([N+](=O)[O-])nn1CC(=O)Nc1ccc(C(N)=O)cc1 | -0.4 | -10 | -11 | -1.6 | 0.9 | -4 | -2 | -0.2 | -8
CCOC(=O)c1ccc(-n2c(N)c(C(=O)NCc3ccco3)sc2=S)cc1 | 1.8 | x | 30 | -0.5 | -0.8 | -1 | 4 | -0.5 | -5
O=C(COc1coc(CN2CCc3ccccc3C2)cc1=O)Nc1cccc([N+](=O)[O-])c1 | 0.4 | -9 | -4 | 1.5 | 0.3 | -3 | x | i | 6
CN1CCN(S(=O)(=O)c2ccc(Oc3ccc(Br)cc3F)nc2)CC1 | 2.7 | 0 | -2 | -0.4 | 0.6 | -6 | x | -0.7 | -1
CCOc1ccc(NC(=O)CSc2nnc(CCNC(=O)c3ccc(OC)cc3)n2CC)cc1 | 0.4 | -2 | -15 | 1.3 | x | 2 | -3 | i | 8
COc1ccc(N(CC(=O)NCCC2=CCCCC2)S(=O)(=O)c2ccccc2)c(OC)c1 | -0.9 | 3 | -15 | 3.3 | 1.0 | -3 | 4 | -8.7 | -9
Cc1ccccc1OCC(=O)Nc1ccc2c(c1)OCO2 | -1.1 | 4 | 4 | 1.5 | 0.1 | -1 | 1 | -2.8 | -4
CCn1ncc(C(=O)Nc2cc(C)on2)c1C | 0.9 | 3 | -12 | -1.2 | x | -6 | 7 | -0.2 | -5
O=C(Nc1ccc(F)cc1)c1cc(S(=O)(=O)N2CCOCC2)cs1 | -2.7 | 4 | 4 | -0.9 | 4.9 | 3 | 0 | -0.7 | -13
COc1ccc2c(c1)C=C(C(=O)OCc1cccnc1)CO2 | -1.1 | 2 | -12 | -0.8 | 0.1 | -2 | 6 | i | 13

By substructure: the compounds so far with fluorine.
SMILES | BoNT A protease | PrPC TRFRET | PriA SSB inh | PfHsp40 yeast | TcdB inh | Anthrax LF prot | SARS 3CLpro inh | Vc quorum ag | Y pestis TopoI
N/C(=N\OC(=O)Nc1cccc(C(F)(F)F)c1)c1ccno1 | 2.1 | -2 | i | 0.6 | 0.6 | -6 | 2 | i | -2
Cc1ccc(Cc2c(-c3ccc(F)cc3)nc3cc(C)ccn23)cc1 | 0.2 | -8 | x | x | 7.4 | 2 | x | -0.2 | 39
CN(Cc1cccc2ncccc12)C(=O)CC1C(=O)NCCN1Cc1ccc(F)cc1 (stereo not drawn) | -0.1 | -7 | 0 | 0.0 | 4.9 | 2 | 0 | 0.9 | 1
CN1CCN(S(=O)(=O)c2ccc(Oc3ccc(Br)cc3F)nc2)CC1 | 2.7 | 0 | -2 | -0.4 | 0.6 | -6 | x | -0.7 | -1
O=C(Nc1ccc(F)cc1)c1cc(S(=O)(=O)N2CCOCC2)cs1 | -2.7 | 4 | 4 | -0.9 | 4.9 | 3 | 0 | -0.7 | -13

(further entries)
SMILES | BoNT A protease | PrPC TRFRET | PriA SSB inh | PfHsp40 yeast | TcdB inh | Anthrax LF prot | SARS 3CLpro inh | Vc quorum ag | Y pestis TopoI
Cc1ccc(C(=O)n2c(-c3ccccc3)cnc2SCC(=O)Nc2ccccc2)cc1 | 0.0 | 12 | 2 | -1.0 | 1.9 | -3 | 2 | -0.2 | 14
Cc1csc(NC(=O)C(CC(C)C)NS(=O)(=O)c2ccc3c(c2)oc(=O)n3C)n1 (stereo not drawn) | -0.2 | -4 | -10 | -0.8 | 0.7 | -4 | 2 | -0.2 | -1
O=C(NCc1cccnc1)C(=O)NCC1OCCN1S(=O)(=O)c1ccc(Cl)cc1 (stereo not drawn) | 0.4 | -2 | -1 | 0.6 | 2.6 | 8 | 2 | i | -9
COC(=O)Oc1nsnc1N1CCOCC1 | 0.4 | -6 | -5 | -0.8 | -0.1 | -1 | 0 | -1.6 | 1
O=C(Nc1ccn(CCCNCCc2ccccn2)c(=O)n1)OCc1ccccc1 | -0.5 | 0 | x | x | 0.6 | 2 | x | -1.1 | 5
N#CCC1c2ccccc2CCN1C(=O)Nc1cccc(C(F)(F)F)c1 (stereo not drawn) | -0.5 | 0 | -6 | -1.4 | x | -1 | -1 | -0.3 | -6
NC(N)=NC(N)=Nc1ccccc1 | 2.7 | -2 | -4 | 0.1 | 0.3 | -1 | x | i | 6
CN(CC(=O)Nc1ccc(N2CCOCC2)cc1)CC(=O)Nc1ccc(N2CCOCC2)cc1 | -0.6 | 6 | -5 | -0.7 | 1.0 | -2 | 4 | i | 5
O=C(COc1ccccc1Cl)Nc1ccc(N2CCN(C(=O)c3ccccc3)CC2)cc1 | -0.2 | -8 | -2 | 2.7 | 1.4 | 2 | 1 | 0.6 | 13
CCC1(CC)NC(=O)N(CC(=O)Nc2cccc3ccccc23)C1=O | -4.1 | -12 | 3 | -0.5 | 0.0 | -3 | x | i | 2
O=C(CN1CCOCC1)Nc1ccc(Cl)cc1 | 1.6 | -5 | -12 | -0.8 | -0.3 | -4 | -3 | -0.4 | -20
Cc1ccccc1OC(C)C(=O)Nc1ccc(S(=O)(=O)N2CCCC2)cc1 (stereo not drawn) | -1.3 | -6 | -4 | 2.1 | 0.5 | 1 | 1 | i | 31
Cc1occc1C(=O)Nc1cccc(Cl)c1Cl | -2.3 | 4 | -5 | 1.9 | -2.6 | 1 | 1 | i | 4
COC(=O)C1=C(C)NC(=O)NC1c1ccc(-c2ccccc2Cl)o1 (stereo not drawn) | 1.6 | 0 | -13 | -0.9 | 0.3 | -3 | -2 | -0.4 | -8
Cc1cc(C(=O)Nc2ccccc2N2CCOCC2)c(C)o1 | u | -9 | -7 | 9.5 | -0.7 | -3 | -4 | 0.8 | -5
O=c1c2ccccc2sc2ccc(C#CC3(O)CCCCC3)cc12 | 3.9 | 5 | -25 | 0.0 | -5.1 | 8 | x | i | -10
C=CCNc1nc(Nc2ccc([N+](=O)[O-])cc2)nc(N2CCCC2)n1 | 0.4 | 3 | 19 | 3.4 | x | -1 | -3 | i | 5
Cc1cnc([N+](=O)[O-])n1CCOC(=O)NC(=O)c1ccc(F)cc1 | 0.4 | -4 | 3 | 0.5 | 32* | 3 | -1 | i | 7
COc1ccc(/C=C/C(=O)NC(=S)N2CCOCC2)cc1 | 0.9 | -5 | -8 | 4.5 | 0.7 | -2 | 3 | -0.5 | 1
O=C(Nc1ccc(F)c(Cl)c1)C1CCCN(C2=NS(=O)(=O)c3ccccc32)C1 (stereo not drawn) | -2.5 | -1 | -6 | -0.6 | 2.0 | 8 | x | i | 5
CN1CCC(OC(=O)c2ccc(Cl)cc2Cl)CC1 | 0.0 | -4 | -8 | -1.0 | 1.5 | -1 | 1 | -0.3 | -1
COC(=O)c1sc(NC(=O)C(C)c2ccccc2)nc1C (stereo not drawn) | -1.2 | -1 | -4 | 1.1 | x | 0 | -2 | 1.6 | -2
COc1ccccc1NC(=S)NCCN1CCOCC1 | 0.2 | 0 | -11 | -0.1 | -0.4 | 0 | 1 | i | 0
CN(C)CCNC(=O)c1nn(C)c2c1CCc1ccccc1-2 | 2.2 | -3 | -8 | -0.1 | 0.0 | 9 | -5 | 0.8 | 4
CCCC(=O)N(CCN1CCOCC1)c1nc2c(C)cccc2s1 | 0.7 | x | 0 | 0.8 | x | 0 | 3 | -0.3 | 3
c1ccc2c(c1)oc1c(NCCCn3ccnc3)ncnc12 | 0.1 | -6 | -12 | 2.0 | x | -3 | -6 | i | 0
C=CCN(C(=O)CSc1nc2[nH]ncc2c(=O)n1-c1ccccc1OC)c1ccccc1 | -0.3 | 4 | -19 | 1.2 | x | -6 | 2 | -12 | 9
COc1cc(C(c2sc3nc(C)nn3c2O)N2CC(C)CC(C)C2)cc(OC)c1OC (stereo not drawn) | -0.7 | 2 | -7 | 0.5 | 1.3 | -1 | -2 | -0.1 | 13
CC(CN1CCN(Cc2ccccc2)CC1)c1ccccc1 (stereo not drawn) | -0.7 | -8 | -12 | -0.7 | 0.6 | -8 | -5 | -0.3 | 6
O=Nc1c2cc3ccccc3[nH]c-2c2ccccc12 | -0.1 | -10 | 0 | 54* | 1.1 | -5 | x | -3.8 | 1
COc1ccc(/C=N/NC(=O)c2sccc2OCc2ccc(F)cc2)cc1OC | -0.4 | -3 | x | 0.8 | x | -1 | -3 | i | 27

Screens (PubChem)
